UPR CHOP act – activators of apoptotic CHOP UPR arm, primary screen, cell-based, CHO-CHOP luciferase reporter, luminescence, uHTS. UPR activation; percent of tunicamycin response over DMSO baseline. activation, % at 10 µM. hit rate 0.34% among 330,000;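 active = at 10 µM dose, activation of 40% or more, normalized to positive control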;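 also: 100% = tunicamycin at 10 µg/mL and 0% = DMSO alone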
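assay system = CHO CHOP reporter cells | amount = 500 CHO-CHOP cells per well | buffer or medium = F12 with 10% FBS | incubation = 16-18 h cell attachment, then 6 h compound exposure, 37 °C | detection = luminescence read with Steady-Glo | read-out = percent activation relative to tunicamycin control | controls = tunicamycin high control, DMSO low control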
tim23-1 inh – growth inhibitors of tim23-1 mutant yeast, primary screen, luminescence, uHTS; S. cerevisiae tim23-1 growth, BacTiter-Glo luminescence, 24 h; inhibition, % at 20 µM; hit rate 1.3% among 330,000; AID 463212, 2010;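 active = growth inhibition of the mutant yeast at or above 50%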;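 also: temperature-sensitive mutant grown at 25 °C; plate controls were DMSO-treated mutant yeast for no effect and medium wells lacking yeast for full effect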
CCR6 antag – CCR6 receptor antagonists, primary screen, cell-based, CHO-K1, luminescence, beta-arrestin, uHTS; hit rate 0.49% among 340,000; AID 493098, 2011; C-C chemokine receptor type 6 (Homo sapiens), P51684; inhibition, % at 20 µM; CHO-K1 CCR6 PathHunter beta-arrestin, CCL20-stimulated;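 active = compounds whose inhibition of the agonist-driven luminescence signal at 20 µM reaches about 50%, limit read from the data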;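 also: cells stimulated with CCL20 at 14 nM final; plate controls were DMSO with CCL20 for no effect and DMSO without agonist for full effect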
EBI2 block – EBI2 receptor antagonists, beta-arrestin recruitment, primary screen, cell-based, luminescence, 7a,25-OHC stimulation, uHTS | G-protein coupled receptor 183 (Homo sapiens), P32249 | 7a,25-OHC stimulated | inhibition, % at 5 µM | hit rate 0.81% among 360,000 | AID 651636, 2012; in the data active = inhibition above about 38%;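 also: enzyme fragment complementation signal reports receptor beta-arrestin coupling in cells; 0% = agonist plus DMSO wells and 100% = wells without agonist; some results beyond the cut were filed as inactive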
Target sequence (P32249 whole entry, looked up, the tested form may be a part): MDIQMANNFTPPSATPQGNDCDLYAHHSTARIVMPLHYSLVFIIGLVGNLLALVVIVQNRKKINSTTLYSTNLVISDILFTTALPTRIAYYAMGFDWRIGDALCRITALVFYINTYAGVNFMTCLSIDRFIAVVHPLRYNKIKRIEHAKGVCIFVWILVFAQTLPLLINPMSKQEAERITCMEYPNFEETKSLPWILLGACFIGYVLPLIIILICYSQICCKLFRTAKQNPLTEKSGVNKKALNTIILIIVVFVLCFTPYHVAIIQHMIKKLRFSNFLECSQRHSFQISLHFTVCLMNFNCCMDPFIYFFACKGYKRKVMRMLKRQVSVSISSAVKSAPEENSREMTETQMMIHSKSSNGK
UPR XBP1 act – activators of adaptive XBP1 UPR arm, primary screen, cell-based, CHO-XBP1 luciferase reporter, luminescence, uHTS; IRE1-XBP1 UPR activation; percent of tunicamycin response, DMSO as zero; activation, % at 20 µM; hit rate 0.33% among 330,000; AID 463104, 2010;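 active = versus positive control, 20 µM dose yields 30% or more activation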;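 also: 100% = tunicamycin at 10 µg/mL and 0% = DMSO only wells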
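Assay system: IRE1-XBP1 luciferase reporter CHO line. Input: 1000 cells/well. Buffer or medium: F12 with 10% serum. Doses: 20 µM, 1% DMSO. Times: overnight seeding at 37 °C, 6 h compound treatment at 37 °C. Technique: Steady-Glo luciferase glow luminescence, 10 min after reagent addition.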
Mdm2-MdmX inh – inhibitors of human Mdm2-MdmX association, primary screen, cell-based, luminescence, split luciferase, SaOS-2, uHTS | hit rate 3% among 330,000 | SaOS-2 split-luciferase Mdm2/MdmX complementation | inhibition, % at 8 µM;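 active = inhibition of at least 50% at 8 µM in the primary screen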
APJ agonist – agonists of human apelin receptor APJ, primary screen, CHO-K1 cells, PathHunter beta-arrestin, luminescence. P35414. activation, % at 20 µM. hit rate 0.11% among 330,000. 0% DMSO wells, 100% apelin;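 active = activation more than six SD over the plate average, tested at 20 µM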;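 also: 0% = DMSO alone and 100% = apelin-13 at 10 nM; some results filed as inactive read as strong as hits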
Target sequence (P35414 whole entry, looked up): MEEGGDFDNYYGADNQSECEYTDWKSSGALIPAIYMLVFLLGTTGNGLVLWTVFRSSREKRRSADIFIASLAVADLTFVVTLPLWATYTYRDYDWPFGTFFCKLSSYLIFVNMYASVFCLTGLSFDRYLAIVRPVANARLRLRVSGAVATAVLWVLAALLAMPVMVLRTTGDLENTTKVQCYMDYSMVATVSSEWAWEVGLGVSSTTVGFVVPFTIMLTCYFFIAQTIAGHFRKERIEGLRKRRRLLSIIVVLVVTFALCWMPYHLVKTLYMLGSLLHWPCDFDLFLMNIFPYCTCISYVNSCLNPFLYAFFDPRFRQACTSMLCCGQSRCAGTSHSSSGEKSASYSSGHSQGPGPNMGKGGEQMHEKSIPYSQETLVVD
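Incubation: overnight seeding, 90 min compound at 25 °C, 1 h detection; test system: PathHunter CHO-K1 APJ (AGTRL-1) beta-arrestin reporter cells; amount: 1000 cells/well; doses: one dose, 20 µM compound, 1% DMSO; measured by: beta-gal luminescence; measure: agonist-driven arrestin binding to APJ; benchmarks: negative DMSO alone, positive Apelin-13 at 10 nM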
CXCR6 block – CXCR6 receptor inhibitors, primary screen, cell-based, beta-arrestin, luminescence, CHO-K1 PathHunter, 1536-well; C-X-C chemokine receptor type 6 (Homo sapiens), O00574; inhibition, % at 20 µM; AID 602244, 2012; hit rate 0.36% among 360,000; in the data active = inhibition above about 34%, passing the limit was not always enough;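 also: antagonist mode with CXCL16 agonist at 10 nM final; 0% = 10 nM CXCL16 with DMSO and 100% = unstimulated wells without agonist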
Target sequence (O00574 whole entry, looked up): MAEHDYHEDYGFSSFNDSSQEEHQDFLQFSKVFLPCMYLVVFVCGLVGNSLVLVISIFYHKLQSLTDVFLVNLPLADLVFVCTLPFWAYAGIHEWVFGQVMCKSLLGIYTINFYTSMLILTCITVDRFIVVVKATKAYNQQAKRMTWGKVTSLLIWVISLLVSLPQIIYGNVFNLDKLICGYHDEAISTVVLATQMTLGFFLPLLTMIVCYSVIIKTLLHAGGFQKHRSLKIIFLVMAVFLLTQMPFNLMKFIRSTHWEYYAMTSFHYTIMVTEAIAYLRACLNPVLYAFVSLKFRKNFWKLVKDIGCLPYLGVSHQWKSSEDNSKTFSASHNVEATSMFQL
APJ antagonist – antagonists of human apelin receptor APJ, primary screen, CHO-K1 cells, beta-arrestin complementation, luminescence; inhibition, % at 20 µM; hit rate 0.32% among 330,000; AID 2521, 2010;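 active = inhibition above about 40% at 20 µM, limit read from the data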;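 also: cells challenged with 10 nM apelin-13 agonist together with compound; plate controls were apelin-13 plus DMSO wells for no effect and DMSO wells lacking apelin-13 for full effect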
Active calls of the source: *. A portion of the library. The share of hits here may be higher or lower than overall.

SMILES	UPR CHOP act	tim23-1 inh	CCR6 antag	EBI2 block	UPR XBP1 act	Mdm2-MdmX inh	APJ agonist	CXCR6 block	APJ antagonist
Fc1cccc(NC(=S)NCC(c2cccnc2)N2CCOCC2)c1 (stereo not given)	0.9	8	3	-6	-1	11	-3	9	-4
COc1ccc(C(=S)N2CCOCC2)cc1OC(=O)c1cc([N+](=O)[O-])c(C)c([N+](=O)[O-])c1	-0.4	31	4	4	-3	-13	4	3	-25
CCOc1cc(CNn2c(C)nnc2SCC(=O)NC(C)(C)C)ccc1OCC(=O)NC(C)(C)C	2.0	7	-4	1	-1	0	-1	9	3
CCSc1nc(-c2ccc(OC)cc2)n(-c2nc3ccccc3s2)n1	2.6	34	-12	13	-1	-2	-3	-6	4
Cc1c(Cl)c([N+](=O)[O-])nn1CC(=O)NCc1cccnc1	-1.0	7	9	-9	-2	14	-3	-1	7
COc1ccc(CCNC(=O)COC(=O)CSc2ccc([N+](=O)[O-])cc2)cc1OC	1.7	1	-3	-10	-1	-16	-1	1	9
COc1ccc(C(CNC(=O)c2ccccc2C)N2CCCC2)cc1 (stereo not given)	-1.7	18	9	-11	-3	-11	-6	6	-5
CCCCNC(=O)CC1Nc2ccccc2NC1=O (stereo not given)	0.3	13	9	-3	-3	-11	2	-9	-4
CCOc1ccc(/C=C/C(=O)N(CC)CC(=O)Nc2ccc3c(c2)OCCO3)cc1OCC	1.5	2	15	-1	-1	13	6	7	8
O=C(CS(=O)Cc1ccccc1Cl)Nc1ccccc1Cl (stereo not given)	2.6	13	-4	-3	-2	-4	-2	-6	-49
CCOC(=O)c1cnc2nc(C(F)(F)F)[nH]n2c1=O	-0.7	-3	-3	-5	-2	7	-2	-1	5
CC(=O)Nc1ccccc1C(=O)N1CC2(C)CC1CC(C)(C)C2 (stereo not given)	0.3	15	-2	6	1	16	0	-11	-10
CC(C)OC(=O)NS(=O)(=O)c1cccc([N+](=O)[O-])c1	-0.3	9	8	-16	-2	6	1	-5	-9
OC[C@H]1OC(O)C[C@@H](O)[C@@H]1O (stereo not given in full)	-0.6	7	-2	0	-9	18	-2	1	-3
COc1cccc(CN(C)C(=O)CCN=C2NS(=O)(=O)c3ccccc32)c1OC	-2.2	9	2	-1	1	-12	-2	1	-15
COC(=O)c1cc(-c2ccc(OC)cc2F)nc2nc(SC)[nH]c(=O)c12	1.7	-4	5	-1	-3	-14	-1	-3	-5
Cc1cc(C)c(O)c(C2(O)C(=O)c3ccccc3C2=O)c1	-0.6	3	1	4	-4	11	0	3	0
Cn1nccc1C(=O)N1CCN(c2ccc(F)cc2)CC1	-2.0	-2	3	0	-2	6	2	2	9
Cc1ccsc1C(=O)NCCc1nnc2ccccn12	5.6	-3	1	-12	-1	-53	3	1	-40
COC(C(=O)NCc1ccccc1C)c1ccccc1 (stereo not given)	0.8	15	8	-8	-4	8	-3	-2	-4
Cn1c(SCc2ccc(C#N)cc2)nnc1-c1ccccc1	2.5	11	8	-8	1	11	-2	3	10
COC(=O)c1cc(Br)c(=O)n(-c2cc(C)on2)c1	-0.5	8	5	-2	1	9	-2	10	2
N/C(CCN1CCCCC1)=N/O	-0.7	0	-13	-4	0	1	0	6	-1
COc1ccc(/C=C2\CCC/C(=C\C=N\N(C)C)C2=O)cc1	2.5	31	30	24	23	95*	-4	16	1
CCC1=Nc2ccc(Br)cc2C(c2ccccc2)N1CC(=O)OC (stereo not given)	2.7	14	4	15	0	-6	-9	0	9
COC(=O)CCC(=O)OC1(C)C(=O)C2=CN(CC3CC3)C(c3ccc(OC)cc3)=CC2=C(Br)C1=O (stereo not given)	-0.5	-2	-6	-20	-2	-8	21	-16	-10
COc1cc(C=C2C(=O)c3ccccc3C2=O)cc(OC)c1	-2.0	22	18	-1	-5	-4	-1	4	3
CCn1c(SCC(=O)Nc2nc(C)c(C)s2)nnc1-c1cccs1	-0.1	23	5	9	0	7	-3	19	-15
CC(=O)NC(C(=O)c1ccccc1)N1CCCCC1 (stereo not given)	2.2	-5	-3	4	-3	14	-2	3	-30
COc1ccc(C(=O)Nc2cc(OCc3ccccc3)c(Cl)cc2Cl)cc1	2.7	12	15	36	-1	15	-5	7	14
Cc1ccc(NC(=O)C(C)NS(=O)(=O)c2ccc(F)cc2)cc1C (stereo not given)	-2.8	-22	5	-4	1	14	-4	-8	7
CC(=O)c1cc(C#N)c(N2CC(C)OC(C)C2)nc1C (stereo not given)	-0.7	10	-5	0	-3	-9	-1	0	10
CCC1=NC(c2ccccc2OC)N(O)C1(C)C (stereo not given)	0.6	10	25	-1	-2	2	-4	3	-5
CCc1ccc(/C=C2\SC(N3CCOCC3)=NC2=O)cc1	1.2	23	2	37	2	-3	1	-3	-1
CCSC1=NCCN1C(=O)Cc1ccc(-c2ccccc2)cc1	-0.9	67*	-5	3	0	-6	-2	-3	-3
Cc1ccc(C2c3c(oc4ccccc4c3=O)C(=O)N2c2nncs2)cc1 (stereo not given)	-0.3	-13	10	-7	-1	-23	-4	3	-5
CCC(C)(C)NCC(=O)Nc1ccc(OC(F)(F)F)cc1	-0.5	7	4	-1	-2	5	-4	1	12
O=C(c1cccc(F)c1)N1CCN(c2cc(N3CCCCC3)c(F)cc2[N+](=O)[O-])CC1	0.8	26	25	7	-2	24	-1	11	-15
CCOC(=O)C(Cc1ccc(Cl)cc1Cl)c1ccno1 (stereo not given)	0.1	7	11	-12	2	7	-3	6	14
S=c1[nH]nc(COc2ccc(Cl)cc2)n1-c1ccccc1	2.8	34	1	5	-3	-4	0	-17	6

Looked up above.
Result for COc1ccc(C(=O)Nc2cc(OCc3ccccc3)c(Cl)cc2Cl)cc1 under EBI2 block: 36
Result for O=C(c1cccc(F)c1)N1CCN(c2cc(N3CCCCC3)c(F)cc2[N+](=O)[O-])CC1 under tim23-1 inh: 26

Carrying on.
SMILES	UPR CHOP act	tim23-1 inh	CCR6 antag	EBI2 block	UPR XBP1 act	Mdm2-MdmX inh	APJ agonist	CXCR6 block	APJ antagonist
COc1cc(/C=N/Nc2ccccc2)ccc1O	3.5	18	2	3	1	-27	-1	-12	-16
Cc1onc(-c2c(Cl)cccc2Cl)c1C(=O)N1CCCc2ccccc21	-1.9	41	16	12	2	16	0	3	20
Cc1noc(C)c1NC(=O)N(C)C[C@H]1Oc2c(NC(=O)Nc3ccc(C(F)(F)F)cc3)cccc2C(=O)N([C@H](C)CO)C[C@@H]1C	-1.3	-2	8	-1	-1	17	-2	0	2
CC(NC(=O)Cn1cc(Br)c([N+](=O)[O-])n1)c1ccccc1 (stereo not given)	1.3	13	3	-5	-5	14	-1	0	17
Cc1cc(C)c2c(=O)[nH]n(C(C)C)c2n1	1.9	-4	-5	-9	0	-21	-2	0	8
Cc1nnn(C23CC4CC(CC(CC(=O)Nc5ccc(C)c(Cl)c5)(C4)C2)C3)n1	0.7	44	16	6	0	18	1	-14	-14
COC(=O)C(C)(C)ONC(=O)Nc1ccc(C)cc1	4.7	6	-13	-11	3	-28	1	-6	-2
COc1ccccc1NC(=S)NC(=O)C(C)(C)C	-0.6	23	16	-10	2	20	-2	3	15
CC(C)(C)C1CCc2c(sc(NC(=O)c3ccncc3)c2C(N)=O)C1 (stereo not given)	5.5	22	5	-4	1	8	0	-5	1
CCOC(=O)c1ccc(S(=O)(=O)N2CC(=O)Nc3ccccc32)cc1	0.9	12	2	3	-3	14	0	-10	14
COc1ccc(CCNC(=O)c2ccc(=O)[nH]c2)cc1	-1.0	7	-2	-1	0	0	-2	0	14
CC(C)CN1CCCC(N2CCN(c3cccc(Cl)c3)CC2)C1 (stereo not given)	-0.2	-18	15	1	-6	-9	-2	2	6
O=C(NCC(=O)N(c1cccnc1)C(C(=O)NC1CCCC1)c1ccco1)c1cccs1 (stereo not given)	-1.2	6	7	5	-1	-11	2	2	4
Cc1cccc(N2CC(C(=O)NCC3COc4ccccc4O3)CC2=O)c1C (stereo not given)	1.5	11	3	-1	-2	-11	-1	-16	0
CCOC(=O)c1cc(C(=O)Nc2sc3c(c2C#N)CCCC3)nn1C	1.3	6	-3	16	-6	-14	7	-1	0
O=S(=O)(NCc1cn2ccsc2n1)c1ccc(Oc2ccccc2)cc1	-1.4	16	9	1	-2	15	0	0	25
Cc1oc(S(=O)(=O)N2CCCCC2)cc1NC(=O)Nc1ccc(Cl)cc1	2.6	0	9	2	3	-11	-1	-3	2
Cc1cc(C)cc(NC(=O)CSc2nnc(NC(=O)C3CC3)s2)c1	-1.0	-3	12	-5	-2	18	-2	2	-3
O=C(NNc1nc(-c2ccccc2)cs1)c1ccccc1	0.3	17	0	4	5	2	-4	6	8
COc1ccccc1C1CCN(C(=O)c2ccco2)CC1	1.3	4	3	-43	-2	-18	-1	8	11
C[C@H](CO)N1C[C@H](C)[C@@H](CN(C)S(=O)(=O)c2cn(C)cn2)Oc2ccc(NC(=O)C3CCCCC3)cc2C1=O	-0.5	-2	-4	-4	-2	18	-2	-3	-9
Cc1nc2ccccc2n1CCC(=O)Nc1cccc(F)c1	-2.7	9	-12	2	-1	8	-1	-3	-4
COc1cccc(S(=O)(=O)NCc2ccc(C(=O)Nc3ccc(C)cc3)cc2)c1	-0.5	-2	8	32	-6	10	3	-1	-10
COc1cccc(/C=C2/SC(=O)N(CC(=O)N3CCc4ccccc4C3)C2=O)c1OCC(=O)O	-2.7	2	-7	3	-1	15	0	-7	17
Cc1ccc(Cl)cc1N1CCN(C(=O)CN(c2ccccc2)S(=O)(=O)N(C)C)CC1	-1.3	20	4	24	-3	17	0	-3	-4
Cc1n[nH]c(C)c1CCN(C)Cc1cn(C)nc1-c1ccccc1F	-0.1	18	-2	1	-2	7	-2	1	-5
COc1ccc2c(CC(=O)N3CCN(S(=O)(=O)c4cccs4)CC3)coc2c1	-0.4	1	-23	19	-3	29	-5	-5	-4

Entries listed so far that have a tert-butyl group (three):
SMILES	UPR CHOP act	tim23-1 inh	CCR6 antag	EBI2 block	UPR XBP1 act	Mdm2-MdmX inh	APJ agonist	CXCR6 block	APJ antagonist
CCOc1cc(CNn2c(C)nnc2SCC(=O)NC(C)(C)C)ccc1OCC(=O)NC(C)(C)C	2.0	7	-4	1	-1	0	-1	9	3
COc1ccccc1NC(=S)NC(=O)C(C)(C)C	-0.6	23	16	-10	2	20	-2	3	15
CC(C)(C)C1CCc2c(sc(NC(=O)c3ccncc3)c2C(N)=O)C1 (stereo not given)	5.5	22	5	-4	1	8	0	-5	1
